KDM5B inh: KDM5B demethylase inhibition; KDM5B demethylase, FDH-coupled NADH fluorescence (FDH is formaldehyde dehydrogenase); AID 1347165; hit rate 2.6% among 220,000; Potency, µM (titrated, usually from 57.7 µM), for inactives: at the top dose activity change, negative = inhibition, usual class: inhibitors; Q9UGL1; active means well fitted inhibition curve with a large enough effect; inconclusive means small, poorly fitted or top-dose-only effect; inactive means no such curve, though single readings can be large or run the other way; further: 0% is about no effect; nearly all actives have a fitted effect of over 70% in size
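KDM5BΔAP (200 nM final) in 50 mM HEPES pH 7.5, 0.01% Tween-20 was preincubated 10 min at RT with compound over a concentration range. Substrate mix (H3K4me3 12.5 µM, α-KG 25 µM, Fe²⁺, ascorbate, NAD⁺, FDH) was added, and NADH fluorescence change over 30 min gave dose-response curves.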
Active calls of the source: *; ? = inconclusive; [ ] = remark or other dose. Potency means the concentration at half of the fitted maximal effect.

SMILES | KDM5B inh
Cc1ccc(C)c(CSc2nnc([C@@H]3CCCN3)o2)c1 | 12.2%
Cn1cccc1-c1cc2n(n1)CCC(=O)N2CC(=O)Nc1ccc(F)cc1Cl | ?
CN(c1ccccc1)S(=O)(=O)c1cccc(NC(=O)COC(=O)C2CCCCC2)c1 | -12.3%
CCc1ccc(/C(C)=N/NC(=O)CNC(=O)/C=C/c2ccccc2OC)cc1 | -0.6%
Cc1ccc(F)cc1S(=O)(=O)N1CC(c2nc(-c3ccncc3)no2)C1 | 51.4%[activator]
O=C(Cn1c(=O)c2c(ncn2C2CCCC2)n(Cc2ccccc2)c1=O)N1CCNC1=O | -10.0%
CC(C)NC(=O)CCC1NC(=O)N(CCc2c[nH]c3ccc(F)cc23)C1=O (stereo not drawn) | 9.3%
CC(C)c1nnc(NC(=O)c2cc(=O)[nH]c3ccccc23)s1 | -5.0%
O=C(OCC(=O)c1ccc[nH]1)c1ccccc1 | 2.2%
COCc1nc(C2CCCN(C(=O)c3cc(OC)cc(OC)c3)C2)no1 (stereo not drawn) | -12.3%
Cn1c(CNC(=O)C2CCCN(C(=O)c3ccccc3)CCC(=O)NCC2)nc2ccccc21 (stereo not drawn) | 30.3%[activator]
CCOC(=O)c1sc2nc(C)n(CC(=O)Nc3cccc(Cl)c3)c(=O)c2c1C | -2.4%
Cc1ccc(C2c3[nH]c4ccccc4c3CCN2C(=O)Nc2ccc(C)c(C)c2)cc1 (stereo not drawn) | ?
Cc1cc2oc(C(=O)Nc3cccc(-c4nc5ccccc5o4)c3)c(C)c2cc1Cl | 15.2%
COc1cc(C(=O)C(C#N)C(=O)CC(C)(C)C)cc(Cl)c1OC (stereo not drawn) | -26.7%
CCC(C)(C(=O)NC1CCCC1)N(Cc1cccs1)C(=O)c1ccc2c(c1)OCO2 (stereo not drawn) | 18.9%
CCc1cccc(NC(=O)CCc2nc3cccnc3n2Cc2ccc(OC)cc2)c1 | -27.5%
Cc1nc2c3c(sc2c(=O)[nH]1)NC(=O)CC3c1ccccc1Cl (stereo not drawn) | -24.1%
Cc1cccc(CN2CCC(C(=O)Nc3ccc(-n4nc(C)cc4C)cc3)CC2)n1 | 3.0%
O=C(NC1CCc2nnc(C3CC3)n2CC1)c1ccsc1 (stereo not drawn) | -23.0%
CN(C)CCCNc1nc(-c2ccncc2)nc2ccccc12 | -8.3%
CCc1ccc(NC(=O)CSc2nc3ccccc3c(=O)n2CCC(=O)NC2CCCCC2)cc1 | -19.7%
COc1ccccc1CC(=O)N1CCCc2ncc(C(=O)NCCC(C)C)cc21 | 9.2%[86.2 µM]
Cc1ccc(OCCNC(=O)c2cc3ccccc3n2C)cc1 | -28.8%
CC(C)C(Nc1ccc([N+](=O)[O-])cn1)c1ccc(Cl)cc1 (stereo not drawn) | -3.3%
COc1ccccc1CN1C[C@@H](F)[C@@H](OCc2nc3ccccc3o2)C1 | -3.1%[86.2 µM]
Cc1cc(C)cc(NC(=O)N2c3ccccc3CC2c2noc(C3CCOCC3)n2)c1 (stereo not drawn) | -19.1%
NCC(C1CCCCC1)N1CCOCC1 (stereo not drawn) | 4.2%[230 µM]
CCc1ccccc1NC(=O)Cn1nnc(C(=O)OC)c1C(=O)OC | -3.3%
CCOc1ccc2c(n1)CCN(C(=O)Cc1cccc(C)c1)C2 | ?
CCOc1ccc(S(=O)(=O)NCCC(=O)OCC(=O)Nc2cc(C)on2)cc1 | -7.0%
COc1ccc(C(=O)N2CCN(C(=O)c3cccs3)C[C@@H]2C(=O)N[C@H]2CCCNC2=O)cc1 | -17.5%
CCCNC(=O)Nc1c(NCCC)c2ccccc2oc1=O | 11.4%
COc1ccc(NC(=O)N[C@H]2CO[C@H]3[C@@H]2OC[C@H]3OC(=O)Nc2cccc(C(C)=O)c2)cc1 | -28.5%
O=C(COc1ncnc2ccc(Br)cc12)NC(c1ccccc1)c1ccccc1 | 11.3%
Cc1ccc(NC(=O)Cn2c(=O)n(Cc3nc(-c4ccccc4)no3)c(=O)c3cc4c(cc32)OCO4)cc1F | ?
O=C(NCc1cnn(-c2ccccc2)c1)C1CCN(S(=O)(=O)c2ccc(F)cc2)CC1 | -0.5%
CCCN1CCC2(CCN(C(=O)c3ccc(F)cc3)CC2)Oc2ccccc21 | -17.1%
N#Cc1ccc(C(=O)Nc2nc3ccccc3[nH]2)cc1 | ?
O=C(CCc1ccnc(N2CCCC2)c1)NCc1ccccc1Cl | ?

By substructure, the entries above with fluorine.
SMILES | KDM5B inh
Cn1cccc1-c1cc2n(n1)CCC(=O)N2CC(=O)Nc1ccc(F)cc1Cl | ?
Cc1ccc(F)cc1S(=O)(=O)N1CC(c2nc(-c3ccncc3)no2)C1 | 51.4%[activator]
CC(C)NC(=O)CCC1NC(=O)N(CCc2c[nH]c3ccc(F)cc23)C1=O (stereo not drawn) | 9.3%
COc1ccccc1CN1C[C@@H](F)[C@@H](OCc2nc3ccccc3o2)C1 | -3.1%[86.2 µM]
Cc1ccc(NC(=O)Cn2c(=O)n(Cc3nc(-c4ccccc4)no3)c(=O)c3cc4c(cc32)OCO4)cc1F | ?
O=C(NCc1cnn(-c2ccccc2)c1)C1CCN(S(=O)(=O)c2ccc(F)cc2)CC1 | -0.5%
CCCN1CCC2(CCN(C(=O)c3ccc(F)cc3)CC2)Oc2ccccc21 | -17.1%

Going on with the list:
SMILES | KDM5B inh
CCOC(=O)/C(C#N)=C/c1ccsc1C | 14.9%
Cc1oc2ccn(Cc3cccc(F)c3)c(=O)c2c1C(=O)NCc1ccccc1 | ?
Cc1ccc(CNC(=O)CCCc2nc3ccccc3o2)cc1 | 16.7%
O=C(NCC1CCCCC1)c1ccc(Cl)c(S(=O)(=O)N2CCOCC2)c1 | -13.5%
CCN1CCCC2(Cc3ccccc3CN(C(C)=O)C2)C1 (stereo not drawn) | 0.8%[149 µM]
COCCNC(=O)CN(C)C(=O)c1cc(-c2ccc(Cl)cc2)nc2ccccc12 | 36.7%[activator]
Cc1cccc(-n2cc(-c3ccccc3)c3c(NC4CCCC4)ncnc32)c1 | ?
CC(=O)c1c(C)[nH]c(C(=O)C(C)OC(=O)c2ccc(C)c(O)c2)c1C (stereo not drawn) | -3.2%
CCc1nc(-c2c3n(c(=O)n(CC(=O)Nc4ccccc4F)c2=O)CCCCC3)no1 | 28.9%
COc1ccc(CCNc2ncnc3c2CN(c2ccccc2C)C(=O)CN3C)cc1 | 6.2%
CC(C)C1N(C(=O)N2CCOCC2)CCN1S(=O)(=O)c1ccccc1 (stereo not drawn) | 0.6%
COc1ccc(Cl)cc1S(=O)(=O)N1CCCC(CNC(=O)c2ccco2)C1 (stereo not drawn) | 9.0%
O=C(Nc1ccc(Oc2ccsc2C(=O)O)cc1)c1ccccc1 | -0.6%
Cc1cc(C(=O)NC(C)c2ccccc2Cl)c2cnn(C(C)C)c2n1 (stereo not drawn) | ?
Cc1cc(C(F)(F)F)nn1CC(=O)N1C[C@@H](Oc2cccnc2)C[C@H]1C(=O)NC1CC1 | 12.3%
O=C1CCCCC(C(=O)NC2CCCC2)N1 (stereo not drawn) | 20.8%
O=C(Cc1c[nH]c2ccccc12)N1CCC(Oc2ccc(-c3noc(C4CC4)n3)cc2)C1 (stereo not drawn) | -11.2%
CC(=O)Nc1ccc(SCc2c(C)noc2C)cc1 | 16.7%
O=c1oc2ccccc2n1CCCOc1ccccc1Cl | -16.4%
CCSc1ncc(Cl)c(C(=O)Nc2nc3ccc(Cl)cc3s2)n1 | -6.3%

Reformatted: five of the compounds above
| KDM5B inh | mol |
| --- | --- |
| -2.4% | CCOC(=O)c1sc2nc(C)n(CC(=O)Nc3cccc(Cl)c3)c(=O)c2c1C |
| ? | Cc1ccc(C2c3[nH]c4ccccc4c3CCN2C(=O)Nc2ccc(C)c(C)c2)cc1 (stereo not drawn) |
| 15.2% | Cc1cc2oc(C(=O)Nc3cccc(-c4nc5ccccc5o4)c3)c(C)c2cc1Cl |
| -26.7% | COc1cc(C(=O)C(C#N)C(=O)CC(C)(C)C)cc(Cl)c1OC (stereo not drawn) |
| 18.9% | CCC(C)(C(=O)NC1CCCC1)N(Cc1cccs1)C(=O)c1ccc2c(c1)OCO2 (stereo not drawn) |

(listing goes on)
SMILES | KDM5B inh
COc1cc(C(=O)NCc2c(C)nn(Cc3ccccc3)c2C)cc(Cl)c1OC | 8.7%
CCOC(=O)C1CCN(C(=O)Cn2ncc3c4ccccc4n(C)c3c2=O)CC1 | ?
Cc1ccc(C)c(NC(=O)CCn2cnnn2)c1 | ?
COc1ccc(C2CCCN2C(=S)Nc2ccc(C)cc2C)cc1OC (stereo not drawn) | 4.6%
O=C(NCc1ccncc1)c1ccc2ccccc2n1 | 0.4%
CCn1nc(-c2ccc(C)c(S(=O)(=O)NCc3ccc(C)cc3)c2)c2c(c1=O)CCCC2 | 2.9%
COc1ccc(-c2noc(CSc3nnc(-c4ccncc4)n3-c3ccc(OC)cc3)n2)cc1 | -25.2%
CCc1ccc(CNC(=O)C2CCCN(C(=O)c3cccc(C(F)(F)F)c3)C2)cc1 (stereo not drawn) | 3.8%
CCc1ccccc1OCC(=O)c1ccc2c(c1)N(CCCC(=O)NCC1CCCO1)C(=O)CO2 (stereo not drawn) | -15.7%
Cc1ccc(Cc2nc(C3CC(=O)N(c4ccc(Cl)cc4)C3)no2)cc1 (stereo not drawn) | -0.1%
Cc1ccc2nc(Cl)c3cc(C(=O)N(C)C4CCCCC4)sc3c2c1 | 8.9%
O=C(Cc1ccc(Br)cc1)N1CCCN(c2cc(-c3ccc(F)cc3)[nH]n2)CC1 | ?
CCOc1ccc(/C(O)=C2\C(=O)C(=O)N(c3nccs3)C2c2ccc(C)cc2)cc1 (stereo not drawn) | -21.3%
Cn1c(C(=O)c2ccccc2)nc2ccccc21 | 2.2%
COc1ccc(Nc2ncnc3scc(-c4ccc(F)cc4)c23)cc1Cl | 6.9%
COc1ccc(-c2noc(-c3ccc(NC4CCCCC4)c([N+](=O)[O-])c3)n2)cc1 | 3.7%
Cc1ccccc1NS(=O)(=O)c1ccc(C(=O)N(C)CC(=O)Nc2cccc3ccccc23)cc1 | -2.3%
COc1ccc(NC(=O)O/N=C/c2c(C)nn(C(C)(C)C)c2C)cc1 | 24.0%
COc1ccc(N2CCN(c3nc(C(=O)NCc4ccc(C)cc4)cs3)CC2)cc1 | -1.6%
CC(C)CNC(=O)CN1CCN(c2nc(C(F)(F)F)nc3ccccc23)CC1 | -13.8%
COCC[C@]1(O)CCN(C(=O)CN2C(=O)CNC2=O)C[C@H]1C | 60.5%[activator]
O=C(N[C@H]1CO[C@H]2[C@@H]1OC[C@@H]2n1cc(-c2ccccc2)nn1)c1ccc(C(F)(F)F)cc1 | -1.8%
Cc1nonc1CC(=O)N1CCCC(c2n[nH]c(=O)n2-c2ccccc2)C1 (stereo not drawn) | 32.9%[activator]
CN1CC(=O)N(C2CCNC2)Cc2c(NCC(C)(C)C)ncnc21 (stereo not drawn) | ?
Cc1ccc(N2CCn3c2nc2c3c(=O)n(CCCc3ccccc3)c(=O)n2C)cc1C | ?
COc1cccc(CN(C)C2CCc3ccccc32)c1 (stereo not drawn) | 10.7%[86.2 µM]
COc1cccc(-c2nnc(-c3cc4cc(Cl)ccc4oc3=O)o2)c1 | -6.9%[11.5 µM]
O=C(NC1CC1)c1nc2sccn2c1Br | -3.9%[86.2 µM]
CCCc1cc(=O)[nH]c(SC(C)C(=O)NC)n1 (stereo not drawn) | -5.1%
O=C(NCCSc1c(-c2ccccc2)[nH]c2ccccc12)c1ccc(S(=O)(=O)N2CCOCC2)cc1 | -12.1%
Cc1nc(CNC(=O)c2cn[nH]c2-c2ccccc2)cc(=O)[nH]1 | 35.7%
CN(C)Cc1nc(C(=O)N2CCCn3nc(CO)cc3C2)cs1 | 9.5%
Cc1ccc(CN2CCOC[C@H]2c2ncc(-c3cccc(F)c3)[nH]2)cc1 | -10.2%[86.2 µM]
C[C@@H]1CN(C(=O)c2cc(-c3ccsc3)n[nH]2)CC[C@@]1(O)C1CCOCC1 | 14.6%
COc1ccc(CNC(=O)CSc2n[nH]c(-c3ccc(F)cc3)n2)cc1 | -13.5%
N#C/C(=C/c1ccccc1OCc1cccc(C(F)(F)F)c1)C(=O)NCc1ccc(F)cc1 | ?
COC(=O)CC(C(=O)OC)N1CCCC1 (stereo not drawn) | -9.3%
Cn1cc(-c2cccc(OC(F)(F)F)c2)c2nc(CN3CCNC(=O)C3)cn2c1=O | -23.8%[86.2 µM]
O=C(/C=C\c1ccc2c(c1)OCO2)NC1CC(=O)N(c2cccc(F)c2)C1 (stereo not drawn) | ?
O=C(N[C@H]1CO[C@H]2[C@@H]1OC[C@H]2OCc1ccccc1)c1ccccc1 | -14.5%[86.2 µM]
CCc1ccccc1Nc1nn2c(=O)c3ccc(C(=O)NC4CCC(C)CC4)cc3nc2s1 (stereo not drawn) | ?
CCC(C)N(C)C1CCN(C(=S)Nc2ccc(OC)cc2)CC1 (stereo not drawn) | 42.5%[activator]
CS(=O)(=O)NC[C@H]1Cn2c(-c3ccc(F)cc3)cnc2CO1 | 2.4%[86.2 µM]
Cc1nn(C(=O)c2ccccc2)c(C)c1S(=O)(=O)N1CCCCCC1 | ?
CN1C[C@@H](NS(=O)(=O)c2ccc(C#N)cc2)C[C@H]1c1nc(-c2cccnc2)no1 | -19.2%[86.2 µM]
Cc1nc2ccccc2nc1SCC(=O)N1CCCC1 | -2.3%
CCN(CC)C(=O)Cn1cc(C(=O)C(=O)N(CC)C2CCCCC2)c2ccccc21 | 16.8%
COc1ccc(Nc2ccc3c(n2)CN(Cc2ccccc2C)C(=O)CO3)cn1 | ?
Cc1ccc(CNS(=O)(=O)c2ccc(C(F)(F)F)cc2)n1C | 14.6%
COc1ccc(Cl)cc1NC(=O)c1nc2ccccc2nc1N1CCCCC1 | 17.3%
CN1CCN(C(=O)CCNc2nc(Cl)nc3nc[nH]c23)CC1 | 7.7%
CC(=O)c1cc(C(=O)Nc2cccc(C)c2)c2ccccn12 | 17.8%

The list is partial, so the mix of outcomes need not match the whole.
